Screening data (PubChem)
E-sel inducer: E-selectin induction on HUVECs; HUVEC E-selectin immunofluorescence imaging; normalized: neutral wells 0, TNF-alpha wells 100; activation, % at 7.58 µM; actives 0.37% (n = 260,000); P16581; AID 686992;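 active means mean E-selectin-positive cell signal at least 10% of the positive control, reached in at least 60% of replicates, without over 20% cell loss; inconclusive means no rule given, readout overlaps actives, possibly toxicity-flagged; inactive means the rest, including those meeting only one limit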;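 further: in these data hits start at about 27%; measured in HUVEC primary endothelial cells; signal is the percent of cells scored E-selectin positive by PE staining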
Target sequence (P16581 whole entry, looked up): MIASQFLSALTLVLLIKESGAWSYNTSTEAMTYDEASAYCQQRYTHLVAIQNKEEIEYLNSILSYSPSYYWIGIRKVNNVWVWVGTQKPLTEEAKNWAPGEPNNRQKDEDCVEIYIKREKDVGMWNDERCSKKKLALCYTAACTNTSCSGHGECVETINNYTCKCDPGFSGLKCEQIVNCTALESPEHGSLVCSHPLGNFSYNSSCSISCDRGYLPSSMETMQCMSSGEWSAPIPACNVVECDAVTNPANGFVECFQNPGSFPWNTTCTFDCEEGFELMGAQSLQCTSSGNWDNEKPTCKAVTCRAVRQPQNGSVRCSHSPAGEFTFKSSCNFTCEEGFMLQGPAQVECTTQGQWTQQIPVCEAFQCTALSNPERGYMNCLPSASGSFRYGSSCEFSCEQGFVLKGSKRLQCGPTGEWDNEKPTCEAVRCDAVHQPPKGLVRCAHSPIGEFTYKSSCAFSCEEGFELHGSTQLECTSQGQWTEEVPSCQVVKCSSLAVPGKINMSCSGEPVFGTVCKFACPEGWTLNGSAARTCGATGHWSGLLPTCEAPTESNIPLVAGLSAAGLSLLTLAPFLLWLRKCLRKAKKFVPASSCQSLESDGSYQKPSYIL
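Assay system: HUVEC primary endothelial cells. Input: 3,000 HUVEC seeded per well. Doses: one compound dose added by pin transfer. Read-out basis: % PE-positive cells. Benchmarks: TNF-alpha high, DMSO low. Detection: immunofluorescence imaging. Buffer or medium: EGM-2, gelatin.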
S100A4 inh HTS: S100A4-myosin IIA interaction inhibition; P26447; S100A4/TAMRA-MyoIIA peptide fluorescence polarization; inhibition, % at 10.7 µM; actives 0.14% (n = 360,000);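 active means mean inhibition of at least 70% across replicates, with every replicate also reaching that level; inconclusive means mean inhibition reaches 70% but some replicates fall short; inactive means mean inhibition below 70%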
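Compound dosing: one dose per compound; test system: human S100A4 monomer with TAMRA-labelled myosin IIA peptide; probe or stimulus: TAMRA-labelled myosin IIA heavy-chain peptide probe, 5 nM; medium: HEPES buffer with Ca2+, pH 7.2; schedule: 5 min incubation before reading; benchmarks: neutral control DMSO, positive control TFP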
ERp5 block: blocks human ERp5 reductase activity on insulin | Q15084 | ERp5 insulin aggregation, absorbance 650 nm, 90 min | inhibition, % at 9.99 µM | actives 0.05% (n = 350,000) | AID 651711;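 active means mean replicate inhibition above about 25%, with every replicate also reaching it, limit read from the data, passing the limit was not always enough; inconclusive means only one of those two criteria met; inactive means neither criterion met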
SIRT5 inh: blocks human SIRT5 desuccinylation of peptide | Q9NXA8 | AID 652115 | Purified SirT5, succinyl-peptide AMC, trypsin-coupled fluorescence | inhibition, % at 15 µM | actives 1.1% (n = 330,000); in the data active means inhibition above about 15%; inconclusive means no clear call, values can overlap the other calls
Target sequence (Q9NXA8 whole entry, looked up): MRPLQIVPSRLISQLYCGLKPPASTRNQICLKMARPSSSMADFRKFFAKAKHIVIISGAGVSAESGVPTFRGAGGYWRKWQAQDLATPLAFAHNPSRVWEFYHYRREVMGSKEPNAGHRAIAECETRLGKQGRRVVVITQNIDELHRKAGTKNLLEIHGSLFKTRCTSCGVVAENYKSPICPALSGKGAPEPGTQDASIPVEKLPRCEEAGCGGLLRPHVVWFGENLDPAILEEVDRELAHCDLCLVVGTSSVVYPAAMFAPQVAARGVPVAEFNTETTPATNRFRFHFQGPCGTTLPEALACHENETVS
Statin myotox sup: suppressors of simvastatin-induced myotoxicity in C2C12 myotubes; ATP luminescence, 48 h; scaled: DMSO 0, geranylgeraniol control 100; rescue of ATP level, % at 7.49 µM; actives 0.78% (n = 330,000); AID 602340;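 active means mean ATP rescue above about 67%, or every replicate alone reaching that limit, limit read from the data, passing the limit was not always enough; inconclusive means no clear call, values can overlap the other calls; inactive means mean under the limit and some replicate under it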;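 further: myotubes were challenged with 10 µM simvastatin during compound exposure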
PglD DTNB: blocks C. jejuni PglD acetyltransferase activity. purified PglD enzyme, DTNB colorimetric CoA detection. inhibition, % at 12.5 µM. actives 0.098% (n = 360,000); in the data active means inhibition above about 16%, passing the limit was not always enough; inconclusive means no clear call, values can overlap the other calls; further: strong numbers were not always called active
DENV2 CPE: DENV2-induced cell death inhibition; DENV2-infected cells, cytopathic effect rescue, plate reader; AID 651640; CPE inhibition, % at 9.99 µM; actives 1.7% (n = 350,000); in the data active means CPE inhibition above about 20%, passing the limit was not always enough; inconclusive means no clear call, values can overlap the other calls; tested in BHK-21 cells;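 further: 0% = median of neutral control wells and 100% = median of positive control wells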
* hit, by the source's call; ? = inconclusive; / = no result given; & = joins results of further samples. The list is partial; count on the stated rates, not on these rows.

SMILES	E-sel inducer	S100A4 inh HTS	ERp5 block	SIRT5 inh	Statin myotox sup	PglD DTNB	DENV2 CPE
COCC1CCN(C(=O)c2cc(COc3ccc(-n4cncn4)cc3)on2)C1 (centres undefined)	0.2	0	1	1	0	-5	-9
Oc1ccc(-c2cccc(-c3ccc(O)cc3)c2)cc1	0.0	-2	-18	-2	2	6	-1
Cc1cccc(OCC(=O)Nc2ccc(S(=O)(=O)Nc3onc(C)c3C)cc2)c1C	13	-9	3	-1	15	4	?
COc1ccc(F)cc1S(=O)(=O)N1CCCN(S(=O)(=O)c2cc(F)ccc2OC)CC1	-1.4	-15	0	-4	/	0	/
COc1ccc(C(=O)NCCOC(C)C)cc1OC1CCN(C(C)=O)CC1	/	0	-3	0	18	-9	-2
Cc1cccc(C)c1OCC(=O)NC(Cc1c[nH]c2ccccc12)C(=O)O (centres undefined)	0.4	1	1	5	6	/	4
Cc1ccc(CSc2nc3ccncc3[nH]2)cc1	-0.9	1	5	-2	-37	4	-17
CC1CCCCN1S(=O)(=O)c1ccc(C(=O)Nc2nnc(-c3ccncc3)o2)cc1 (centres undefined)	/	-6	2	3	/	/	1
Cc1ccc(C(=O)NNC(=S)NCC2CCCO2)cc1[N+](=O)[O-] (centres undefined)	/	-1	2	0	-4	2	7
C[C@@H]1CCCCO[C@@H](CN(C)Cc2ccc(C(F)(F)F)cc2)[C@@H](C)CN([C@H](C)CO)C(=O)c2cc(N(C)C)ccc2O1	-1.6	0&5	5&-1	8&1	-7	0&-1	13&-10
COC(=O)c1cccc(NC(=O)Nc2ccccc2OC)c1	/	-25	2	-1	/	/	3
C[C@H]1CN([C@@H](C)CO)C(=O)CCCn2nncc2CO[C@@H]1CN(C)Cc1ccc(Cl)c(Cl)c1	0.5&0.3	-3&-13	5&0	2&1	7&41	2&0	11&-13
C[C@@H]1CN([C@H](C)CO)C(=O)CCCn2cc(nn2)CO[C@@H]1CN(C)C(=O)Nc1ccc2c(c1)OCCO2	0.0	7	9	-5	-1	-3	-2
Cc1ccc(-c2cc(=O)c3cc(F)ccc3[nH]2)cc1	0.1	-4	-6	-1	9	0	7
COCc1nnc(NC(=O)c2c(-c3c(Cl)cccc3Cl)noc2C)s1	/	5	-2	-1	1	2	-2
CCCCN(CCO)c1ncnc2sc(-c3ccccc3)cc12	/	-4	-11	-6	-65	/	0
C[C@@H]1CN([C@@H](C)CO)C(=O)c2cccc(NC(=O)Nc3ccc(F)cc3)c2O[C@@H]1CN(C)C(=O)Nc1ccccc1	-0.6	1	-5	-4	8	-9	6
COc1ccc(NC(=O)CNC(=O)C23CC4CC(CC(C4)C2)C3)c(OC)c1	/	-16	4	0	-6	-2	10
Cc1ccc(NC(=O)Cn2nc(C(=O)O)c3ccccc3c2=O)cc1S(=O)(=O)N1CCCCC1	0.0	-2	8	/	0	0	0
O=C(C[C@H]1C[C@H](C(=O)N2CCOCC2)[C@@]2(CCC3CCCC3)c3[nH]c4ccc(Cl)cc4c3CCN2C1=O)NCCN1CCOCC1	/	-5	-1	1	1	2	/
COCCNC(=O)C[C@H]1CC[C@@H]2[C@H](COc3ccc(NC(=O)c4cc(C)on4)cc3C(=O)N2C)O1	0.0	9	-1	-4	-13	-2	11
CCn1c(=O)c(C(=O)NNC(=O)c2ccc(Cl)cc2Cl)c(O)c2ccccc21	0.0	-5	1	0	4	5	5
CC(C)(C)OC(=O)NCCCC[C@H](NC(=O)c1nc[nH]c1C(=O)NC(c1ccccc1)c1ccccc1)C(=O)OC(C)(C)C	0.0	-2	14	/	8	0	-2
COCC(=O)N1CC2(C1)[C@H](c1ccccc1)[C@H](CO)N2C(=O)c1ccccc1	-0.2	6	-1	2	/	/	5
O=C(OCC(=O)c1c[nH]c2ccccc12)c1cccc(O)c1	/	3	0	-5	2	-5	-4
O=C(C[C@@H]1C=C[C@@H](NC(=O)C2CCOCC2)[C@@H](CO)O1)NCc1ccccc1Cl	1.7	4	3	-3	/	/	-3
O=C(CSc1ncnc2c1oc1ccccc12)Nc1ccccc1C(F)(F)F	0.1	-1	-2	/	12	/	-1
O=C(NCC1CCCO1)C(c1ccc(F)cc1)N(C(=O)Cn1nnc(-c2ccc(F)cc2)n1)c1cccc(O)c1 (centres undefined)	0.6	-3	-4	1	/	/	-5
COc1cccc(NC(=O)N(C)C[C@H]2OCc3cnnn3CCCC(=O)N([C@H](C)CO)C[C@H]2C)c1	0.0	0	-2	-18	7	-3	-4
CCC(=O)N(C)C[C@@H]1Oc2ncc(C#CCc3ccccc3)cc2C(=O)N([C@@H](C)CO)C[C@H]1C	-0.1	-2	13	-3	6	-1	4
CC(=NNC(=O)c1cccs1)c1ccc2c(c1)OCCO2	-0.2	-4	0	-3	11	3	-4
COc1c(C)cc(S(=O)(=O)NCc2ccccn2)c(C)c1C	1.1	2	-3	-9	2	-1	-4
O=C(NCC[C@@H]1CC[C@@H](NC(=O)C2CCC2)[C@@H](CO)O1)Nc1ccc(Cl)cc1	-0.4	3	4	0	-4	1	-2
Nc1nc(N)c2c(ccc3c2ccn3Cc2cccc([N+](=O)[O-])c2)n1	-0.3	18	-3	0	/	/	-12
Cc1noc(C)c1NC(=O)Nc1ccc2c(c1)C(=O)N([C@H](C)CO)C[C@H](C)[C@H](CN(C)Cc1ccc(C(F)(F)F)cc1)O2	/	3	2	0	5	-3	-1
CC(C)NC(=O)N[C@@H]1CC[C@@H](CC(=O)NCCCN(C)C)O[C@H]1CO	-0.1	/	/	/	5	-1	/
N#CCCCn1c(O)c(N=NC(=O)C(O)c2ccccc2)c2ccccc21 (centres undefined)	3.2	0	-6	-4	12	0	1
CCCCNC(=O)C1C(c2ccc(C(F)(F)F)cc2)=Nc2ccccc2N1C(=O)c1cccc2ccccc12 (centres undefined)	0.0	-1	6	/	/	/	28*
Cc1ccc(CNC(=O)C2CCC(CNS(=O)(=O)c3cccc4cccnc34)CC2)cc1 (centres undefined)	/	-4	17	-1	3	3	-1
O=C(C[C@@H]1CC[C@@H]2[C@H](COC[C@@H](O)CN2S(=O)(=O)c2ccc(F)cc2)O1)NCC1CCCCC1	0.1	18	6	7	11	1	4
COc1ccc(C(=O)NCC2CCN(C(=O)C(=O)c3cccs3)CC2)c(OC)c1	-0.1	1	2	/	/	/	-6
CC(C)CC#Cc1cnc2c(c1)C(=O)N([C@H](C)CO)C[C@H](C)[C@H](CN(C)Cc1cncnc1)O2	-0.4	15	0	-1	2	1	-2
CC(C)c1ccc(NC2CCCN(C(=O)CN3CCCCC3=O)C2)cc1 (centres undefined)	0.1	0	2	-7	-4	7	-4
CSc1ncccc1C(=O)NC1CCN(Cc2ccccc2)CC1	-0.3	-4	6	-2	/	0	2
NC(=O)NC(=O)COC(=O)CNS(=O)(=O)c1ccc(F)c(F)c1F	3.3	-13	2	-2	2	1	4
Cc1ccc(S(=O)(=O)N[C@H]2CC[C@@H](CCNC(=O)CN3CCOCC3)O[C@H]2CO)cc1	-1.9	-4	7	-5	-10	1	-6
Cc1ccccc1OC1(C)CCN(Cc2ccc3ccccc3c2)C1 (centres undefined)	0.1	1	-1	-3	2	0	3
O=C(NCC1CCCN1S(=O)(=O)c1cccs1)C(=O)Nc1ccccc1Cl (centres undefined)	/	-18	20	-2	14	1	1
O=C(CSc1nnnn1-c1ccc(Cl)cc1)NC1CCS(=O)(=O)C1 (centres undefined)	-0.9	-1	/	-1	-4	-4	-5
COc1ccc(/C=N/NC(=O)c2cccc([N+](=O)[O-])c2)cc1OC	/	4	0	-1	/	/	5
Cc1noc(C)c1COc1ccccc1C(=O)N1CCN(c2cccc(Cl)c2)CC1	-1.3	-1	-1	-6	15	-1	2
CCS(=O)(=O)N[C@@H]1C=C[C@H](CC(=O)Nc2ccc(-c3ccccc3)cc2)O[C@@H]1CO	-0.5	-2	-6	/	-8	2	70*
C[C@@H]1CCCCO[C@@H](CN(C)S(=O)(=O)c2cn(C)cn2)[C@H](C)CN([C@H](C)CO)C(=O)c2cc(NS(=O)(=O)c3cccs3)ccc2O1	0.2	5	2	-1	-19	0	6
COc1ccc(C(=O)NCC(=O)NCc2ccncc2)cc1	-0.1	-1	-1	/	1	-2	-3
COc1ccc(CN2C[C@@H](O)COC[C@@H]3O[C@H](CC(=O)NCCN4CCCC4)CC[C@H]32)cc1	0.1	/	/	/	3	-3	-1
COc1ccc(CNC(=O)C2CCC(CNS(=O)(=O)c3cccc4nsnc34)CC2)cc1 (centres undefined)	0.0	1	-2	2	17	0	-4

7 compounds picked at random from those above, as already listed:
SMILES	E-sel inducer	S100A4 inh HTS	ERp5 block	SIRT5 inh	Statin myotox sup	PglD DTNB	DENV2 CPE
COc1ccc(C(=O)NCC2CCN(C(=O)C(=O)c3cccs3)CC2)c(OC)c1	-0.1	1	2	/	/	/	-6
COCc1nnc(NC(=O)c2c(-c3c(Cl)cccc3Cl)noc2C)s1	/	5	-2	-1	1	2	-2
COc1cccc(NC(=O)N(C)C[C@H]2OCc3cnnn3CCCC(=O)N([C@H](C)CO)C[C@H]2C)c1	0.0	0	-2	-18	7	-3	-4
COc1ccc(CN2C[C@@H](O)COC[C@@H]3O[C@H](CC(=O)NCCN4CCCC4)CC[C@H]32)cc1	0.1	/	/	/	3	-3	-1
O=C(CSc1ncnc2c1oc1ccccc12)Nc1ccccc1C(F)(F)F	0.1	-1	-2	/	12	/	-1
CC(C)c1ccc(NC2CCCN(C(=O)CN3CCCCC3=O)C2)cc1 (centres undefined)	0.1	0	2	-7	-4	7	-4
CCCCN(CCO)c1ncnc2sc(-c3ccccc3)cc12	/	-4	-11	-6	-65	/	0
